USP1 inh: blocks the human USP1/UAF1 deubiquitinase complex; recombinant USP1/UAF1, Ub-Rhodamine cleavage fluorescence; Potency, µM (top dose mostly 57.1 µM), inactives show top-dose activity change, negative = inhibition, most hits filed as inhibitors; 390,000 tested, 0.23% active; note: potency is the fitted concentration of half-maximal effect; % is set by controls: 0 for no effect and ±100 for the full control effect; nearly all actives have a fitted effect of over 60% in size; inactives centre near -12
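USP1/UAF1 complex (1 nM) preincubated 15 min at room temperature with compound, then Ub-Rho substrate (150 nM final) added. Kinetic fluorescence at 480/540 nm over 6 reads at 60 s intervals; 50 mM HEPES pH 7.8, 0.5 mM EDTA, 0.1 mg/ml BSA, 1 mM TCEP, 0.01% Tween-20.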
Vif-A3G inh: Vif-A3G binding inhibition; Potency, µM (series often up to 46.1 µM), without a hit: at the highest dose activity, negative = active, usual class: inhibitors; AID 602310; 410,000 tested, 0.076% active; HeLa A3G-eYFP + Vif (tagged APOBEC3G with the HIV-1 protein that degrades it), YFP fluorescence, overnight; Q9HC16;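 note: potency is the fitted concentration of half-maximal effect; % is set by controls: 0 for no effect and ±100 for the full control effect; nearly all actives have a fitted effect of over 60% in size; hits raise eYFP signal because A3G escapes Vif-driven loss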
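HeLa cells stably expressing Vif and C-terminally eYFP-tagged A3G, seeded overnight at 37 deg C, then exposed to compound by pintool overnight at 37 deg C. Rise in yellow fluorescence (Ex 488/Em 500-530, Acumen) marks blocked Vif-driven A3G degradation.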
LDHA inh: LDHA (human) enzyme inhibition; 480,000 tested, 0.15% active; P00338; AID 1347041; purified LDHA, NADH/diaphorase-resazurin fluorescence; stronger effect = lower value; activity change, % (values are at about 110 or 230 µM); in the data active = activity change below about -30%; inconclusive = mostly about -25% to -30%;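 note: plate controls were DMSO wells for no effect and wells without enzyme for full effect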
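Remaining NADH was detected by diaphorase (0.133 mg/mL) converting 37 µM resazurin to fluorescent resorufin, read at 0 and 20 minutes. The preceding 5-minute room-temperature reaction used 2 nM LDHA, 0.2 mM sodium pyruvate and 0.06 mM NADH at pH 7.4.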
TrxR1 inh: blocks rat thioredoxin reductase 1; recombinant rTrxR1, NADPH fluorescence consumption, selenite substrate; Potency, µM (titrated, usually from 114 µM), for inactives: at the highest dose activity change, negative = inhibition, hits mostly inhibitors; 390,000 tested, 1% active; AID 588453; note: potency is the fitted concentration of half-maximal effect; % is set by controls: 0 for no effect and ±100 for the full control effect; nearly all actives have a fitted effect of over 65% in size
Target sequence (O89049 whole entry, looked up): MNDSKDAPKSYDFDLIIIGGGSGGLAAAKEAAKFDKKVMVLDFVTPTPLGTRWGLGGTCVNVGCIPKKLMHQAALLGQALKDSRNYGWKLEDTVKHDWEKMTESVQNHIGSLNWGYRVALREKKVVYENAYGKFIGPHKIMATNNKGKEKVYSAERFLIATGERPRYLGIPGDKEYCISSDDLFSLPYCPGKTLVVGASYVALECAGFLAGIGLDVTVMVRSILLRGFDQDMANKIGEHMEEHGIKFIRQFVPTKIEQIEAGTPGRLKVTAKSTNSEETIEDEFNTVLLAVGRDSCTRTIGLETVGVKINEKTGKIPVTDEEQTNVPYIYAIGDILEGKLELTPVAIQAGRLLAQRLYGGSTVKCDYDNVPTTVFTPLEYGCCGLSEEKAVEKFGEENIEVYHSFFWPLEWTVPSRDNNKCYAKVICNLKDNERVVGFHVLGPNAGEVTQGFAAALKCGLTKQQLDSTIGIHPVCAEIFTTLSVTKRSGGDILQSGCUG
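Rat TrxR1 (90 nM in the dispensed reagent) was pre-reduced with 400 uM NADPH for 5 min at room temperature, then incubated with compound for 15 min. After 400 uM selenite was added, NADPH fluorescence (Ex 340/Em 450 nm) was followed for 8 min.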
Vif-A3F inh: Vif-A3F binding inhibition; HeLa A3F-eYFP + Vif (tagged APOBEC3F with the HIV-1 protein that degrades it), YFP fluorescence increase; Potency, µM (doses to about 46.1 µM), without a hit: top-dose activity, negative = active; 390,000 tested, 0.2% active; AID 602313; note: potency is the fitted concentration of half-maximal effect; % of control where 0% means no effect; nearly all actives have a fitted effect of over 65% in size
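Fluorescence increase (Ex 488/Em 500-530) after overnight compound treatment at 37 deg C flags inhibition of Vif-driven A3F-eYFP loss in stable HeLa A3F-eYFP/Vif cells seeded overnight beforehand.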
IDH1 R132H inh: inhibitors of human mutant IDH1 R132H; AID 602179; Potency, µM (highest dose often 76.6 µM), for the others: top-dose activity change, negative = inhibition, most hits filed as inhibitors; 390,000 tested, 0.093% active; O75874; IDH1-R132H enzyme, NADPH consumption, diaphorase/resazurin fluorescence; note: potency is the fitted concentration of half-maximal effect; % is set by controls: 0 for no effect and ±100 for the full control effect; nearly all actives have a fitted effect of over 65% in size
Target sequence (O75874 whole entry R132H, stated change not applied): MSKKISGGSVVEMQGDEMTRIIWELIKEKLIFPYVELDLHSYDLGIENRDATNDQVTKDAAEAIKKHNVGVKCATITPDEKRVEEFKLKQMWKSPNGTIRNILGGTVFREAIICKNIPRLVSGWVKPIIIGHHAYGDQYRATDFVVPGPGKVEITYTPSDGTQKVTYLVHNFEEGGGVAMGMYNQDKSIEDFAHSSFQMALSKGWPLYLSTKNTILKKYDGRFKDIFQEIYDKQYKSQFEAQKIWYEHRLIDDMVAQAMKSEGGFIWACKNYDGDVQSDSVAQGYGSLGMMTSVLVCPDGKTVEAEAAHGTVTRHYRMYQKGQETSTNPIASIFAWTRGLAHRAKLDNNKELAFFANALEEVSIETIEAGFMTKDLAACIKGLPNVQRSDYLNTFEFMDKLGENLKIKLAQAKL
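IDH1-R132H (0.5 ug/mL dispensed) in pH 7.5 Tris buffer was preincubated 30 min with compound, then given a substrate mix of 0.016 mM NADPH and 2 mM alpha-KG for 80 min at room temperature; remaining NADPH was read by diaphorase/resazurin fluorescence.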
RGS4 inh: human RGS4 inhibition; Potency, µM (series often up to 114 µM), for inactives: at the highest dose activity change, negative = inhibition, most hits filed as inhibitors; AID 504845; 390,000 tested, 0.039% active; Transcreener GDP fluorescence polarization, RGS4-accelerated GTP hydrolysis; P49798; note: potency is the fitted concentration of half-maximal effect; % is set by controls: 0 for no effect and ±100 for the full control effect; nearly all actives have a fitted effect of over 75% in size; some results filed as inactive show a strong effect at the top dose
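MLSMR compounds (23 nl, pin-transferred) preincubated 10 min at room temperature with a 500nM (2x) first reagent, then RGS4 at 900nM (2x) plus Transcreener GDP mix added; fluorescence polarization (620/688 nm) read before and after 90 min at 30 °C.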
GRP78 ERSR act: ER stress response induction in glioma; U87-MG GRP78 promoter luciferase reporter, 16 h; Potency, µM, inactives show at the top dose activation, usual class: activators; 420,000 tested, 0.02% active; note: potency is the fitted concentration of half-maximal effect; series mostly up to about 76 µM; % of control where 0% means no effect; nearly all actives have a fitted effect of over 35% in size
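Stably transfected U87-MG glioma cells carrying a GRP78-based luciferase sensor; 16 h compound incubation. Luminescence end-point read 10 min after Bright-Glo addition at room temperature.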
TrxR1 substrate: rat thioredoxin reductase 1 substrate activity; O89049; purified TrxR1 substrate turnover, NADPH consumption readout; Potency, µM (highest dose often 114 µM), for inactives: top-dose activity change, negative = substrate turnover; 390,000 tested, 0.01% active; note: potency is the fitted concentration of half-maximal effect; % is set by controls: 0 for no effect and ±100 for the full control effect; nearly all actives have a fitted effect of over 50% in size
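Rat TrxR1, dispensed at 90 nM, was prereduced with 400 uM NADPH (final) for 5 min at ~22 deg C, then incubated with compound 15 min before 400 uM selenite. A first-read NADPH fluorescence drop versus no-compound background flagged substrates.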
The depositor's hits bear a star; ? = inconclusive; . = not tested or not shown; & = joins results of further samples; [ ] = another dose, or the depositor's remark. Unless noted, calls come from the whole dose curve; as a rule, active = well fitted curve in the direction sought with a large enough effect; inconclusive = small, poorly fitted or top-dose-only effect, or another doubt; inactive = no such curve, though single readings can be large; an effect the other way counts as inactive or inconclusive. A portion of the library; count on the stated rates, not on these rows.

no.	SMILES	RGS4 inh	Vif-A3F inh	Vif-A3G inh	LDHA inh	TrxR1 inh	TrxR1 substrate	IDH1 R132H inh	GRP78 ERSR act	USP1 inh
1	O=S(=O)(c1cccs1)N1CN(Cc2ccccc2)c2nc3ccccc3nc21	2%	-4%	0%	-11	2%[57.1 µM]	4%[57.1 µM]	3%	-1%	-14%
2	CC(C)OCC(O)CCc1n[nH]c(=S)n1-c1ccccc1 (stereo not drawn)	-14%	7%	2%	3	-17%	-1%	11%	0%	-11%
3	Cc1ccc(C)c(NC(=O)C2CCCC2)c1	3%	-12%	2%	-16	25%	4%	5%	-1%	-24%
4	COc1ccc(C(=O)Nc2ccccc2N2CCOCC2)cc1S(=O)(=O)N1CCCC1	7%	1%	-1%	-4	-1%	-6%	1%	-2%	-11%
5	CCC(C(=O)NC(C)(C)C)N(Cc1cccs1)C(=O)CNS(=O)(=O)c1ccccc1 (stereo not drawn)	-9%[56.9 µM]	5%	-5%	-3	18%[57.1 µM]	8%[57.1 µM]	3%	1%	-26%
6	CCOCCCNC(=O)CN1C(=O)COc2ccc(S(=O)(=O)N3CCCC3)cc21	8%&19%	2%&-1%	0%&3%	-13&-9	-6%&5%	-5%&-2%	-1%&27%	-2%&-2%	-20%&-4%
7	NNC(=S)Nc1cccc(Cl)c1	-40%	10%	-1%	-3	-27%	-3%	-5%	1%	-22%
8	CCOc1ccccc1NC(=O)c1cccnc1	-1%	-4%	-1%	-9	-4%	-5%	7%	-3%	-8%
9	CCCCn1c(N)c(N(CC(C)C)C(=O)CN(C)S(=O)(=O)c2ccc(C)cc2)c(=O)[nH]c1=O	11%	-11%	-6%	-9	-10%	-4%	-4%	-4%	2%
10	O=C(O)c1csc(N/N=C/c2ccc(Br)cc2)n1	-16%	?	-8%	0	14%	2%	1%	2%	-16%
11	O=C(Nc1ccc(F)cc1F)c1cc(CN2CCOCC2)on1	5%	-1%	2%	1	5%[57.1 µM]	-2%[57.1 µM]	-10%	1%	-18%
12	O=c1[nH]c(CN2CCCCC2)nc2ccccc12	-23%	-14%	2%	3	18%	3%	-2%	1%	-18%
13	CCOC(=O)C1CCCN(C(=O)CC(c2ccccc2)c2ccccc2)C1 (stereo not drawn)	-6%	-3%	9%	2	4%	-5%	7%	2%	-9%
14	Cc1ccc(N2CC(NC(=O)c3cccc(Cl)c3)CC2=O)cc1C (stereo not drawn)	-10%	0%	-2%	-3	12%[57.1 µM]	3%[57.1 µM]	-9%	-1%	0%
15	Cc1cc(NC(=NC2CC2)c2ccccc2F)n(-c2ccccc2)n1	14%	4%	3%	0	15%	0%	3%	1%	-3%
16	CC(=O)Nc1cccc(-c2nc(-c3ccccc3)no2)c1	-14%	3%	-10%	0	23%[57.1 µM]	5%[57.1 µM]	11%	-3%	-10%
17	Cc1ccc([C@@H]2[C@@H]3C(=O)N(C)C(=O)[C@@H]3[C@]3(Cc4ccccc4)C(=O)N(Cc4ccccn4)CC(=O)N23)o1	11%	-7%	-1%	-1	-7%	-1%	5%	0%	-5%
18	CNc1nc(-c2ccccc2)cc(C)c1S(C)(=O)=O	-13%	11%	-15%	1	39%[activator]	360%[activator]	2%	3%	-25%
19	CC1(C)Cc2cccc(OCC(=O)OCC(=O)Nc3ccc(C(N)=O)cc3)c2O1	-13%	-9%	-1%	-9&-2	6%	2%	0%	-2%	-14%
20	CCCCn1c(=O)c(C(C)=O)c(O)c2ccccc21	26%	2%	0%	-8	9%	-2%	-13%	-4%	-13%
21	Cc1ccc2c(c1)N(CCCC(=O)NCc1ccc3c(c1)OCO3)C(=O)CO2	-3%	2%	0%	-5	10%	-2%	-6%	-1%	-8%
22	CC1(C)OC2OC(COC(=O)c3ccc([N+](=O)[O-])cc3)C3OC(C)(C)OC3C2O1 (stereo not drawn)	-12%	-7%	1%	0	3%	0%	1%	-2%	-20%
23	COc1ccc(NC(=O)CCNS(=O)(=O)c2cccc3nsnc23)cc1	22%&-1%	-8%&2%	2%&1%	-9&-2	-11%&14%[57.1 µM]	-9%&0%[57.1 µM]	-9%&27%	-4%&-1%	-9%&12%
24	Cc1ccc(S(=O)(=O)N2CC3CCCN3c3ccc(C(F)(F)F)cc32)cc1 (stereo not drawn)	29%	-5%	-6%	2	4%	-11%	0%	-6%	-10%
25	Cc1ncc(CN2CCN(Cc3ccc(F)cc3)C(CCO)C2)s1 (stereo not drawn)	17%	11%	0%	-11	29%[57.1 µM]	10%[57.1 µM]	1%	-1%	-12%
26	Cc1ccc2nc(N3CCN(c4cccc(Cl)c4)CC3)c(-n3nc(C)cc3C)nc2c1	-21%	4%	-1%	6	12%	4%	-9%	-3%	-23%
27	CC(=O)Nc1cccc(NC(=O)CSc2nn3c(=O)c(C)nnc3s2)c1	14%	-2%	5%	-7	3%	-3%	-8%	-5%	-16%
28	Cc1nnc(SCC(=O)N(C)C2CCCCC2)s1	16%	-13%	-1%	-17	-8%	-10%	-6%	-1%	-14%
29	O=C1N=C(N2CCN(c3ccccc3)CC2)S/C1=C/c1cccs1	-37%	2%	-1%	-5	5%[57.1 µM]	6%[57.1 µM]	0%	6%	?
30	Cc1cccc(N2CCN(C(=O)c3cc(C)oc3C)CC2C)c1 (stereo not drawn)	-38%	-6%	?	-8	-3%	-1%	4%	-4%	-11%
31	CCOC(=O)c1sc2ncn(/N=C/c3ccc(O)cc3)c(=O)c2c1C	10%	2%	0%	-1	15%	-11%	-7%	-2%	-17%
32	CC1CCc2cc(F)ccc2N1C(=O)CCl (stereo not drawn)	-22%	4%	-8%	-6	?	13%[57.1 µM]	7%	-14%	-13%
33	Cc1cnc(C(=O)OCC(=O)Nc2ccc(Cl)cc2Cl)cn1	28%	-4%	-10%	-9	-2%	-6%	-1%	-1%	0%
34	Cc1n[nH]c(C)c1CCC(=O)N/N=C/c1cccc([N+](=O)[O-])c1	3%	4%	-5%	-7	-1%[57.1 µM]	-5%[57.1 µM]	11%	1%	-18%
35	Cc1ccc(S(=O)(=O)N2CCC(C(=O)NCC3CCCCC3)CC2)cc1	-3%	-1%	6%	-11	2%	-5%	-5%	-5%	?
36	C[C@@H]1CN([C@@H](C)CO)C(=O)CCCn2cc(nn2)CO[C@H]1CN(C)S(=O)(=O)c1ccccc1C#N	.	-6%	-4%	-23	.	.	-2%	-4%	-4%
37	CCC(C)NC(=O)Cn1c(=O)n(-c2ccc(C)c(C)c2)c(=O)c2c3c(sc21)CCCCC3 (stereo not drawn)	-9%	0%	-3%	-4	4%	1%	-1%	-3%	-8%
38	CC(=O)c1cccc(NC(=O)NC2CCCCC2)c1	24%	-12%	1%	-1	15%	1%	11%	0%	-3%
39	CCC(C)Sc1nc(O)c(Cc2ccccc2)c(=O)[nH]1 (stereo not drawn)	11%	-1%	-1%	-3	-8%	0%	5%	-2%	-11%
40	CCOC(=O)c1cc(C(=O)Nc2ccccc2F)nn1C	-6%	2%	0%	2	4%	1%	4%	5%	-17%
41	Cc1cc(-n2c(C)cc(C(=O)COC(=O)CN=C3NS(=O)(=O)c4ccccc43)c2C)no1	18%	-8%	0%	-5	-19%	-12%	20%	3%	0%
42	S=C(NCC1CCCO1)N1CCN(c2nc(-c3ccccc3)cs2)CC1 (stereo not drawn)	-11%	-1%	-1%	-4	-11%	-15%	16%	-2%	-26%
43	Cc1onc(-c2ccccc2)c1C(=O)Oc1ccccc1	-16%	7%	-1%	1	-2%[57.1 µM]	-27%[57.1 µM]	2%	-5%	-14%
44	CCOc1cccc(C(=O)Nc2cc(-c3nn4c(C)nnc4s3)ccc2C)c1	-11%	2%	-6%	-9	14%	7%[57.1 µM]	-5%	-2%	-12%
45	O=c1[nH]cnc2ccccc12	4%	10%	5%	-2	19%	5%	-4%	0%&1%	4%
46	COc1ccccc1OCC(=O)Nc1cccc(-c2nc3ccccc3o2)c1	-27%	-3%	-3%	-5&2	19%	-2%	-4%	2%	-2%
47	COc1ccc(/C=N/n2c(C)nc3sc(C)c(C)c3c2=O)cc1	14%	-25%	-1%	-9	7%[57.1 µM]	3%[57.1 µM]	-4%	1%	-14%
48	CCN(c1ccccc1)c1ncnc2c1cnn2-c1ccc(OC)cc1	12%	0%	-1%	3	12%[57.1 µM]	-2%[57.1 µM]	-4%	-1%	-13%
49	CCOCCCNC(=O)c1c[nH]c2ccc(OCC)cc2c1=O	-14%[11.4 µM]	-5%	0%	-1	5%	1%	0%	-2%	-17%
50	O=C(NCc1nnc(SCC(=O)N2CCCC2)o1)c1ccco1	1%[11.4 µM]	2%	8%	-7	11%	6%	2%	-4%	-3%
51	Cc1cc(Br)cc(C)c1NC(=O)c1sc2ncn(Cc3cccc(F)c3)c(=O)c2c1C	1%	2%	-1%	-4	23%[57.1 µM]	7%[57.1 µM]	-10%	-3%	-6%
52	O=C(COC(=O)c1ccc(S(=O)(=O)NCc2ccco2)cc1)c1ccccc1	-23%	-11%	1%	-3&-11	10%[57.1 µM]	8%[57.1 µM]	0%	-4%	-6%

Screening data (PubChem)
